Screening results: PubChem, several laboratories
HIV fusion peptide – inhibitors of HIV fusion peptide binding, primary screen, biochemical, uHTS, fluorescence dequenching (AID 1986); 290,000 tested, 0.3% active; cell-free peptide binding, fluorescence dequenching, 30 min; higher % means a stronger effect; inhibition, % at 20 µM, or IC50 in µM where a hit was titrated; in the data active means inhibition mostly above about 52%, no sharp cut-off; inactive means mostly below about 76%; further: some results filed as inactive read as strong as hits
GPR55 activation – GPR55 agonists via beta-arrestin recruitment, primary screen, imaging, U2OS cells, beta-arrestin-GFP redistribution (AID 1961). U2OS GPR55 beta-arrestin-GFP redistribution imaging; higher % means a stronger effect. activation, % at 10 µM, or EC50 in µM where a hit was titrated. 290,000 tested, 0.048% active;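 active means activation above 40% with more than 50 cells counted in the well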;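 further: U2OS osteosarcoma cells stably expressing GPR55 and beta-arrestin-GFP; plate controls were DMSO negative control for no effect and LPI positive control for full effect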
GPR55 antagonists – GPR55 antagonists blocking LPI-driven arrestin recruitment, primary screen, imaging, U2OS, beta-arrestin-GFP, LPI agonist (AID 2013) | one-dose inhibition, % at 10 µM; IC50 in µM for titrated hits | U2OS GPR55 beta-arrestin-GFP translocation imaging, LPI antagonism; higher % means a stronger effect | 290,000 tested, 0.13% active;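 active means spots per cell inhibited over 60%, with over 100 cells counted and total cytoplasm intensity under 500,000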;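 further: U2OS cells stably carrying GPR55 and arrestin-GFP stimulated by 5 µM LPI near EC80; imaged beta-arrestin-GFP aggregate spots per cell after agonist stimulation; plate controls were LPI-stimulated DMSO wells for no effect and DMSO wells without LPI for full effect; some results filed as inactive read as strong as hits; confirmed hits need IC50 under 10 µM and bright autofluorescent wells are also inconclusive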
NOD1 inhibition – NOD1 signaling inhibitors, primary screen, cell-based, luminescence, uHTS (AID 1578); NOD1-driven NF-kB luciferase reporter cells, luminescence; higher % means a stronger effect; one-dose inhibition, % at 4 µM; EC50 in µM for titrated hits; 290,000 tested, 1% active; in the data active means inhibition mostly above about 36%, no sharp cut-off; inactive means mostly below about 34%;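 further: HEK-293T reporter cells stimulated with the NOD1 agonist gamma-tri-DAP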
Large T inhibition – TAg ATPase/helicase activity blockers – biochemical (AID 1903); 310,000 tested, 0.39% active; SV40 large T antigen ATPase/helicase inhibition assay; higher % means a stronger effect; one-dose inhibition, % at 20 µM; IC50 in µM for titrated hits; in the data active means a potency from the dose series; further: strong numbers were not always called active
Rac1 GTP hydrolysis – MgcRacGAP GTPase-activating activity inhibitors, confirmation, biochemical, ADP Hunter fluorescence; inhibition, % at 30 µM; hits with a dose series show IC50 in µM; MgcRacGAP-stimulated Rac1 GTP hydrolysis, ADP Hunter fluorescence; higher % means a stronger effect; GST-tagged Rac1 F28L mutant substrate; 340,000 tested, 0.6% active;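 active means first-screen hits whose inhibition reached a set limit at any dose in the follow-up dose series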;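 further: fluorescence reports GDP produced by GAP-driven GTP hydrolysis; strong numbers were not always called active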
KOR beta-arrestin-1 – KOR antagonists, beta-arrestin recruitment, cell-based, luminescence, uHTS (AID 1778); KOR beta-arrestin recruitment, luminescence, antagonist mode; higher % means a stronger effect; 290,000 tested, 0.091% active; inhibition, % at 10 µM; hits with a dose series show IC50 in µM; further: strong numbers were not always called active
KOR beta-arrestin-2 – kappa opioid receptor activators – cell-based, luminescence, uHTS, primary screen (AID 1777); KOR beta-arrestin recruitment, luminescence; higher % means a stronger effect; 280,000 tested, 0.02% active; activation, % at 10 µM, or EC50 in µM where a hit was titrated; in the data active means activation above about 50%, passing the limit was not always enough; further: a part of the inactive calls stands beside numbers as strong as those of hits
NOD2 inhibition – NOD2 signaling inhibitors, cell-based, luminescence, uHTS, HEK293 (AID 1566). HEK293 NOD2/NF-kB luciferase reporter, luminescence; higher % means a stronger effect. one-dose inhibition, % at 4 µM; EC50 in µM for titrated hits. 290,000 tested, 0.63% active; further: many of its hits are not listed in these tables
Numbers without * were called inactive; x = not tested or not shown; [ ] = remark or other dose. Unless noted, no stated cut-off is given here; in the data, active means inhibition above about 50%; inactive means the rest. Some of the compounds tested (hit frequency here may not be typical).

1	Cc1cc(-c2ccc(C(C)C)c(S(=O)(=O)N3CCOc4ccccc43)c2)on1
2	COc1ccc(-c2cc(C)no2)cc1S(=O)(=O)NCC1CCN(Cc2cc(C)ccc2C)CC1
3	CCOC(=O)C1=C(C)NC(=O)/C1=C\N(C)C
4	Cc1ccc2[nH]c(=O)c(C(c3nnnn3C(C)(C)C)N3CCN(C(=O)c4ccco4)CC3)cc2c1 (configuration not stated)
5	COc1cccc(N(CC(=O)Nc2ccccc2C)S(C)(=O)=O)c1
6	COc1ccc(S(=O)(=O)N2CCCC(C(=O)NC3CC3)C2)cc1Cl (configuration not stated)
screen / no.	1	2	3	4	5	6
HIV fusion peptide	-1.0%	2.4%	3.3%	3.4%	-2.1%	-1.9%
GPR55 activation	-0.1%	0.1%	-0.4%	-0.1%	0.3%	-0.2%
GPR55 antagonists	2%	17%	6%	-5%	9%	9%
NOD1 inhibition	8%	-18%	-21%	-4%	-18%	-34%
Large T inhibition	1%	12%	14%	23%	4%	9%
Rac1 GTP hydrolysis	9%	2%	3%	7%	3%	3%
KOR beta-arrestin-1	13%	-12%	10%	-51%	-4%	-20%
KOR beta-arrestin-2	1.0%	-7.3%	-5.8%	6.4%	-1.6%	0.1%
NOD2 inhibition	28%	16%	9%	-1%	1%	-7%

7	C=CCOc1c(Br)cc(CNn2c(C)n[nH]c2=S)cc1OCC
8	Cc1ccnc(NC(=O)CCCc2c[nH]c3ccccc23)c1
9	Cc1cccc(N2C(=O)C(Cl)=C(N3CCOCC3)C2=O)c1
10	Cc1ccc(C)c(C(=O)CSc2nnnn2C(C)C)c1
11	O=C(c1ccccc1F)N1CCN(c2ccc([N+](=O)[O-])c(NCC3CCCO3)c2)CC1 (configuration not stated)
12	O=c1[nH]c2cc3c(cc2cc1C(c1nnnn1CC1CCCO1)N1CCCCCC1)OCCO3 (configuration not stated)
screen / no.	7	8	9	10	11	12
HIV fusion peptide	-1.2%	1.2%	-0.8%	-0.6%	-0.2%	-0.8%
GPR55 activation	-0.3%	0.0%	-0.1%	-0.2%	-0.1%	0.0%
GPR55 antagonists	1%	1%	-3%	-12%	8%	6%
NOD1 inhibition	-12%	-60%	-3%	-22%	-34%	-25%
Large T inhibition	13%	15%	16%	-2%	2%	66%
Rac1 GTP hydrolysis	16%	1%	17%	8%	11%	-1%
KOR beta-arrestin-1	-24%	5%	x	-36%	30%	6%
KOR beta-arrestin-2	1.8%	2.3%	9.9%	-1.7%	-2.9%	0.1%
NOD2 inhibition	9%	-7%	-5%	-26%	5%	-12%

13	Cc1cnc(Nc2nc3ccccc3o2)nc1C(=O)Nc1cccc(C(F)(F)F)c1
14	N#C/C(=C/c1ccc(OCc2ccc(C(=O)O)cc2)cc1)C(=O)Nc1ccccc1
15	Cc1ccc(N(CC(=O)NCc2ccco2)C(=O)CCC(=O)Nc2nccs2)cc1
16	COc1ccc(/C(O)=C2/C(=O)C(=O)N(CCCN(C)C)C2c2ccccc2)cc1Cl (configuration not stated)
17	COc1cc(C(O)c2nc3ccccc3n2C)cc(OC)c1OC (configuration not stated)
18	O=C(c1ccc(F)cc1F)N1CCN(c2ccccn2)CC1
screen / no.	13	14	15	16	17	18
HIV fusion peptide	1.1%	9.1%	1.0%	1.1%	4.0%	1.8%
GPR55 activation	-0.2%	-0.3%	-1.9%	0.7%	-0.3%	0.3%
GPR55 antagonists	3%	-5%	7%	5%	9%	10%
NOD1 inhibition	-109%	0%	-7%	-20%	x	3%
Large T inhibition	11%	29%	10%	4%	5%	-1%
Rac1 GTP hydrolysis	5%	8%	1%	x	-9%	4%
KOR beta-arrestin-1	-8%	3%	5%	-36%	-10%	-14%
KOR beta-arrestin-2	4.8%	3.4%	-0.6%	3.5%	-3.4%	-3.0%
NOD2 inhibition	3%	30%	6%	-11%	7%	14%

19	Cn1cccc1Cc1nnc(SCC(=O)N2CCc3ccccc32)n1-c1ccc(F)cc1
20	CC1=NNC(=O)C1CC(=O)N/N=C/C(C)=C/c1ccccc1 (configuration not stated)
21	CCOCCSc1nc2c(c(-c3cccs3)c1C#N)CC/C2=C/c1cccs1
22	CC(=O)C1C(c2ccc(Br)cc2)c2c(noc2C)CC1(C)O (configuration not stated)
23	O=C(COc1ccccc1Br)NC1CCCC1
24	CCOC(=O)c1cc(-c2ccc(C)c([N+](=O)[O-])c2)nc2c1c(=O)n(C)c(=O)n2C
screen / no.	19	20	21	22	23	24
HIV fusion peptide	1.4%	-1.2%	18%	-1.2%	2.9%	-1.8%
GPR55 activation	-0.1%	-0.2%	-0.2%	-0.1%	-0.3%	0.2%
GPR55 antagonists	13%	13%	-3%	-16%	-3%	12%
NOD1 inhibition	56%	-42%	10%	0%	-26%	-24%
Large T inhibition	4%	8%	2%	8%	16%	8%
Rac1 GTP hydrolysis	-1%	13%	11%	-8%	5%	x
KOR beta-arrestin-1	-37%	8%	-20%	-13%	0%	-67%[20 µM]
KOR beta-arrestin-2	2.6%	2.3%	-2.5%	2.7%	2.5%	-0.5%
NOD2 inhibition	4%	4%	5%	19%	-1%	21%

Sorted by molar mass (high to low): six of the compounds above.
16	COc1ccc(/C(O)=C2/C(=O)C(=O)N(CCCN(C)C)C2c2ccccc2)cc1Cl (configuration not stated)
21	CCOCCSc1nc2c(c(-c3cccs3)c1C#N)CC/C2=C/c1cccs1
24	CCOC(=O)c1cc(-c2ccc(C)c([N+](=O)[O-])c2)nc2c1c(=O)n(C)c(=O)n2C
22	CC(=O)C1C(c2ccc(Br)cc2)c2c(noc2C)CC1(C)O (configuration not stated)
18	O=C(c1ccc(F)cc1F)N1CCN(c2ccccn2)CC1
23	O=C(COc1ccccc1Br)NC1CCCC1
screen / no.	16	21	24	22	18	23
HIV fusion peptide	1.1%	18%	-1.8%	-1.2%	1.8%	2.9%
GPR55 activation	0.7%	-0.2%	0.2%	-0.1%	0.3%	-0.3%
GPR55 antagonists	5%	-3%	12%	-16%	10%	-3%
NOD1 inhibition	-20%	10%	-24%	0%	3%	-26%
Large T inhibition	4%	2%	8%	8%	-1%	16%
Rac1 GTP hydrolysis	x	11%	x	-8%	4%	5%
KOR beta-arrestin-1	-36%	-20%	-67%[20 µM]	-13%	-14%	0%
KOR beta-arrestin-2	3.5%	-2.5%	-0.5%	2.7%	-3.0%	2.5%
NOD2 inhibition	-11%	5%	21%	19%	14%	-1%

Additional structures follow.
25	Cc1nc(C(=O)NNC(=O)c2ccccc2)c(C(F)(F)F)o1
26	Cc1scc(C(=O)N/N=C/c2ccc(OCC(C)C)cc2)c1C
27	CC1(C(=O)NCc2ccc(F)cc2)Oc2ccccc2NC1=O (configuration not stated)
28	COc1ccc(-c2cc(C(=O)N/N=C/c3ccc4c(c3)OCO4)c3ccccc3n2)c(OC)c1
29	O=C(CCc1ccccc1)NC(NC(=S)Nc1ccc(Cl)cc1)C(Cl)(Cl)Cl (configuration not stated)
30	CCOC(=O)c1oc2ccccc2c1NC(=O)c1ccco1
screen / no.	25	26	27	28	29	30
HIV fusion peptide	0.5%	1.9%	-1.7%	-1.6%	2.1%	-0.1%
GPR55 activation	-0.1%	0.3%	0.2%	-0.1%	-0.1%	-0.1%
GPR55 antagonists	-1%	9%	-2%	16%	-1%	-6%
NOD1 inhibition	-8%	21%	21%	-28%	20%	-18%
Large T inhibition	6%	13%	9%	-3%	1%	9%
Rac1 GTP hydrolysis	6%	5%	2%	2%	0%	8%
KOR beta-arrestin-1	-2%	2%	-46%	32%	10%	-11%
KOR beta-arrestin-2	-0.9%	-2.1%	8.5%	-3.7%	2.9%	5.4%
NOD2 inhibition	8%	8%	-10%	-55%	2%	27%

31	Cc1ccc(C2(C)NC(=O)N(CCOc3ccccc3)C2=O)cc1 (configuration not stated)
32	Cc1ncc(CN2CCC(C(=O)Nc3ccc(-n4cccn4)cc3)CC2)s1
33	CSCC[C@H](NC(=O)[C@@H]1CSC2c3ccccc3C(=O)N21)C(=O)NC1CCCC1 (some centres not stated)
34	CSCCC(NS(=O)(=O)c1ccccc1F)C(=O)NC(C)c1ccccc1 (configuration not stated)
35	O=C(NC1CCCCC1)C(c1ccco1)N(C(=O)c1csnn1)c1ccc(Cl)cc1 (configuration not stated)
36	CCc1nnc(NC(=O)c2ccc(S(=O)(=O)N3CCCCCC3)cc2)s1
screen / no.	31	32	33	34	35	36
HIV fusion peptide	2.0%	-0.5%	1.5%	0.8%	2.6%	-1.4%
GPR55 activation	-0.1%	0.3%	-0.1%	-0.5%	-0.1%	-0.1%
GPR55 antagonists	33%	17%	14%	-4%	19%	-3%
NOD1 inhibition	2%	-16%	-19%	-14%	-16%	12%
Large T inhibition	1%	7%	0%	3%	6%	11%
Rac1 GTP hydrolysis	15%	8%	1%	3%	3%	1%
KOR beta-arrestin-1	6%	-3%	-12%	-44%	1%	-25%
KOR beta-arrestin-2	-1.1%	-2.1%	5.5%	-0.6%	1.3%	1.1%
NOD2 inhibition	-21%	6%	-1%	7%	1%	13%

37	O=C(NCc1cccs1)C12CC3CC(CC(C3)C1)C2
38	Cc1cc(NC(=O)c2nn3cccnc3c2Cl)no1
39	COc1ccc(NC(=O)c2cc3ccccc3cc2O)cc1
40	CCCCC1=CC2=CC(=O)C(C)(OC(=O)CC)C(=O)C2=CN1CCOC (configuration not stated)
41	CCc1cc2c3c(c(=O)oc2cc1OC)CCCC3
42	Fc1ccc(NC(=S)Nc2cccc(Cl)c2)cc1
43	CCc1ccc(NC(=O)Nc2ccon2)cc1
screen / no.	37	38	39	40	41	42	43
HIV fusion peptide	0.5%	0.5%	27%	1.5%	-1.1%	3.0%	3.2%
GPR55 activation	-0.1%	-0.1%	-0.1%	-0.2%	0.5%	-0.4%	-0.1%
GPR55 antagonists	6%	-5%	-1%	2%	4%	0%	12%
NOD1 inhibition	-2%	-16%	-16%	-2%	x	-25%	-83%
Large T inhibition	9%	5%	-4%	13%	18%	11%	25%
Rac1 GTP hydrolysis	0%	10%	x	0%	2%	7%	5%
KOR beta-arrestin-1	-22%	-1%	-49%	28%	6%	-6%	-21%
KOR beta-arrestin-2	3.1%	-1.4%	2.2%	1.0%	2.9%	-2.4%	1.8%
NOD2 inhibition	-7%	-69%	-61%	2%	-16%	-20%	-30%

Results in sequence from above:
Compounds 30 to 37 in HIV fusion peptide, in turn: -0.1%, 2.0%, -0.5%, 1.5%, 0.8%, 2.6%, -1.4%, 0.5%
Compounds 30 to 37 in GPR55 activation, in turn: -0.1%, -0.1%, 0.3%, -0.1%, -0.5%, -0.1%, -0.1%, -0.1%
Compounds 30 to 37 in NOD2 inhibition, in turn: 27%, -21%, 6%, -1%, 7%, 1%, 13%, -7%
